# From PubChem
# NS5 inhibitors – Dengue-2 NS5 methyltransferase inhibitors, primary screen, biochemical, confirmation dose response (AID 588689) | Dengue-2 NS5 methyltransferase capping enzyme assay, biochemical; higher % means a stronger effect | inhibition, % at 25 µM; hits with a dose series show IC50 in µM | 340,000 compounds, 0.3% hits; in the data active = a potency from the dose series; inconclusive = inhibition above about 29% without an active follow-up result
# HIV fusion peptide – cell-free HIV fusion peptide-binding blockers – biochemical, uHTS, fluorescence dequenching, primary screen (AID 1986) | cell-free peptide binding, fluorescence dequenching, 30 min; higher % means a stronger effect | inhibition, % at 20 µM; hits with a dose series show IC50 in µM | 290,000 compounds, 0.3% hits; in the data active = inhibition mostly above about 52%, no sharp cut-off; inactive = mostly below about 76%; also: some results filed as inactive read as strong as hits
# West Nile antiviral – West Nile virus antiviral activity, cell-based, CPE readout (AID 1621). West Nile virus-infected cells, CPE inhibition; higher % means a stronger effect. CPE inhibition, % at 10 µM, or IC50 in µM where a hit was titrated. 290,000 compounds, 0.02% hits; in the data active = a potency from the dose series; inconclusive = CPE inhibition mostly from about 3.7% at the one dose, without a potency; inactive = the rest, 99 in 100 with CPE inhibition below about 2.2%; also: strong numbers were not always called active
# AID2073 – disruptors of CaV2.2 binding to Mint1 – biochemical, HTRF (AID 2073); HTRF protein-protein interaction, Mint1-CaV2.2; higher % means a stronger effect; inhibition, % at 20 µM, or IC50 in µM where a hit was titrated; 290,000 compounds, 0.19% hits; in the data active = inhibition mostly above about 51%, no sharp cut-off; inconclusive = no clear call, values can overlap the other calls; inactive = mostly below about 53%; also: some results filed as inactive read as strong as hits
# NOD2 inhibition – NOD2 signaling inhibitors, cell-based, luminescence, uHTS, HEK293 (AID 1566); 290,000 compounds, 0.63% hits; HEK293 NOD2/NF-kB luciferase reporter, luminescence; higher % means a stronger effect; inhibition, % at 4 µM; hits with a dose series show EC50 in µM; also: many of its hits are not listed in these tables
# NOD1 inhibition – NOD1 signaling inhibitors, primary screen, cell-based, luminescence, uHTS (AID 1578). inhibition, % at 4 µM; hits with a dose series show EC50 in µM. 290,000 compounds, 1% hits. NOD1-driven NF-kB luciferase reporter cells, luminescence; higher % means a stronger effect; in the data active = inhibition mostly above about 36%, no sharp cut-off; inactive = mostly below about 34%;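 also: HEK-293T reporter cells stimulated with the NOD1 agonist gamma-tri-DAP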
# KOR beta-arrestin-1 – KOR antagonists, beta-arrestin recruitment, cell-based, luminescence, uHTS (AID 1778); KOR beta-arrestin recruitment, luminescence, antagonist mode; higher % means a stronger effect; one-dose inhibition, % at 10 µM; IC50 in µM for titrated hits; 290,000 compounds, 0.091% hits; also: strong numbers were not always called active
# Yfh1-off respiration – mitochondrial function rescue without frataxin homolog – Friedreich's ataxia, plus single-dose screen, dose response (AID 1465) | one-dose fold induction at 50 µM; EC50 in µM for titrated hits | S. cerevisiae Yfh1-off respiration, WST-1 reduction, 72 h; higher fold induction means a stronger effect | 220,000 compounds, 0.074% hits;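 active = fold induction of absorbance versus untreated yeast above a set limit, then at least 30% activation at any dose in follow-up; inconclusive = repeats straddling the limit, or above it without dose testing; inactive = fold induction below the set limit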;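 also: activators that raise dye reduction in frataxin-depleted yeast; strong numbers were not always called active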
# KOR beta-arrestin-2 – KOR agonists, beta-arrestin recruitment, primary screen, cell-based, luminescence, uHTS (AID 1777); KOR beta-arrestin recruitment, luminescence; higher % means a stronger effect; activation, % at 10 µM; hits with a dose series show EC50 in µM; 280,000 compounds, 0.02% hits; in the data active = activation above about 50%, passing the limit was not always enough; also: a part of the inactive calls stands beside numbers as strong as those of hits
# NS5 inhibitors pilot replicate – recorded beside NS5 inhibitors, whose call it bears; inhibition, %; measured here: pilot screen replicate inhibition
# The depositor's hits bear a star; i = inactive; ? = inconclusive; . = not tested or not shown; & = joins results of further samples; [ ] = remark or other dose. Rule as the data show it, unless noted: active = inhibition above about 50%; inactive = the rest.
# Sample of the layout:
SMILES,NS5 inhibitors,HIV fusion peptide,West Nile antiviral,AID2073,NOD2 inhibition,NOD1 inhibition,KOR beta-arrestin-1,Yfh1-off respiration,KOR beta-arrestin-2,others
CCOC(=O)C1C(=O)C=C(/C=C/c2ccccc2)CC1c1ccc(Cl)cc1 (configuration not stated),-4%,-3.2%,-1.2%,17%,3%,.,-36%,i,4.6%,
CCOc1ccc(S(=O)(=O)N(CC(=O)N/N=C/c2cccs2)c2ccc(C)cc2)cc1,3%,0.7%,-0.1%,17%,-11%,-5%,15%,i,0.3%,

# The list itself, from the first entry:
SMILES,NS5 inhibitors,HIV fusion peptide,West Nile antiviral,AID2073,NOD2 inhibition,NOD1 inhibition,KOR beta-arrestin-1,Yfh1-off respiration,KOR beta-arrestin-2,others
CCOC(=O)C1C(=O)C=C(/C=C/c2ccccc2)CC1c1ccc(Cl)cc1 (configuration not stated),-4%,-3.2%,-1.2%,17%,3%,.,-36%,i,4.6%,
CCOc1ccc(S(=O)(=O)N(CC(=O)N/N=C/c2cccs2)c2ccc(C)cc2)cc1,3%,0.7%,-0.1%,17%,-11%,-5%,15%,i,0.3%,
O=C(NCC1CCCO1)C(c1ccc(F)cc1)N(Cc1ccc2c(c1)OCO2)C(=O)c1ccc(CN2CCOCC2)o1 (configuration not stated),-4%,1.0%,-0.5%,0%,5%,-36%,-18%[20 µM],i,-0.6%,
O=c1cc2n(c(=O)[nH]1)CCC1=C2CCCC1,9%,8.4%,0.4%,0%,16%,-33%,-3%,.,5.8%,
CN(Cc1cc2ccccc2[nH]c1=O)C(=O)COc1ccccc1,1%,-1.3%,-0.3%,10%,11%,-2%,5%,i,.,
C=CCNc1nc(=S)[nH]c2cc(OC)c(OC)cc12,-5%,-1.4%,0.2%,-26%,9%,-46%,-3%,i,0.5%,
CCCn1c(C(O)c2ccc(OCC)cc2)nc2ccccc21 (configuration not stated),3%,2.0%,-0.5%,-9%,-2%,0%,29%,i,3.2%,
O=C(Nc1ccc(S(=O)(=O)N2CCOCC2)cc1)c1ccc(=O)[nH]c1,.,-2.5%,0.3%,7.2µM*,24%,-7%,5%,i,7.1%,
O=C(N/N=C/c1ccc(-c2ccc([N+](=O)[O-])cc2)o1)[C@H]1C[C@@H]1c1ccccc1,?,17%,0.4%,39%,-32%,-7%,-32%,i,1.9%,
Cc1cccnc1NC(=O)Nc1cccs1,1%,-0.7%,-0.6%,-6%,-3%,-20%,8%,i,-8.8%,

# Continued; it opens with the 2 that closed the last part.
SMILES,NS5 inhibitors,HIV fusion peptide,West Nile antiviral,AID2073,NOD2 inhibition,NOD1 inhibition,KOR beta-arrestin-1,Yfh1-off respiration,KOR beta-arrestin-2,others
O=C(N/N=C/c1ccc(-c2ccc([N+](=O)[O-])cc2)o1)[C@H]1C[C@@H]1c1ccccc1,?,17%,0.4%,39%,-32%,-7%,-32%,i,1.9%,
Cc1cccnc1NC(=O)Nc1cccs1,1%,-0.7%,-0.6%,-6%,-3%,-20%,8%,i,-8.8%,
CCC(C)(C)NC(=O)C(c1cccc(OC)c1OC)N(Cc1ccccc1)C(=O)CCC(=O)Nc1cc(C)on1 (configuration not stated),-9%,-1.1%,-0.3%,6%,6%,-20%,-6%,.,-4.3%,
COc1cc(O)sc1C=Nc1ccc(Cl)cc1,0%,-1.5%,-0.9%,-6%,-8%,-10%,-15%,i,0.5%,
CCOC(=O)c1c(C)[nH]c(C=Nc2ccccc2)c1O,.,9.5%,0.5%,-4%,-3%,-3%,-14%,i,4.1%,
CCOc1ccccc1C(=O)N/N=C/c1cccc2cccnc12,3%,-3.1%,0.0%,-3%,27%,17%,-15%,i,12%,
NS(=O)(=O)c1ccc(NC(=O)c2ccc3nccnc3c2)cc1,.,-1.2%,0.0%,19%,-29%,-11%,27%,i,6.1%,
COc1cccc(C2=CC(c3ccc(OC)c(OC)c3OC)n3nnnc3N2)c1 (configuration not stated),9%,-3.6%,0.0%,12%,2%,53%,-39%,i,6.1%,
O=C(CN1CCCCC1)Nc1cccc(Oc2ccccc2)c1,?,-0.6%,-1.5%,1%,-10%,-5%,-11%,i,-4.6%,
Cc1nn(-c2ccccc2)c2sc(C(=O)N3CCc4ccccc4C3)cc12,-1%,0.6%,-0.2%,10%,9%,-53%,3%,i,0.4%,
COc1cc(NC(=O)c2ccco2)c(OC)cc1NC(=O)Nc1ccccc1Cl,1%,-2.1%,0.0%,1%,1%,3%,-78%,i,16%,
COc1ccccc1-n1c(SCC(=O)N2CCOCC2)nc2cccnc21,-7%,-0.5%,-0.4%,4%,17%,0%,-42%[20 µM],i,-6.8%,
COc1ccc(-n2c(SCC(N)=O)nnc2-c2ccc(NS(=O)(=O)c3ccc(C)cc3)cc2)cc1,-9%,0.2%,-0.3%,3%,-6%,-8%,-71%,i,8.1%,
CCOc1ccc(N2C(=O)C3Sc4[nH]c(=O)sc4C(/C=C/c4ccccc4)C3C2=O)cc1 (configuration not stated),-8%,54%*,-0.1%,16%,19%,1%,-9%,i,-4.2%,
c1cc(SSc2ccncc2)ccn1,-24%,-2.1%,0.5%,-38%,-3%,-10%,49%,.,-4.6%,
c1ccc(-c2noc(CSc3nnc(Cc4cccs4)n3-c3ccccc3)n2)cc1,-1%,-1.6%,-1.4%,-6%,13%,-18%,35%,i,-4.4%,
CSc1nnc(CSc2cc(C)nc(N(C)C)n2)o1,-3%,-1.5%,-0.5%,-3%,17%,-8%,.,i,-1.1%,
CCN(CC)C(=O)Cc1c(O)c2ccccc2[nH]c1=O,3%,8.7%,0.3%,2%,8%,0%,4%,i,-4.8%,
CC1=C(C(=O)Nc2ccccc2)C2(CCCCC2)C(C(N)=O)C(=S)N1 (configuration not stated),-3%,-0.9%,-0.2%,-28%,5%,-22%,16%,i,4.3%,
Cc1nn(CCC(=O)NNC(=S)Nc2cccc(Cl)c2)c(C)c1[N+](=O)[O-],-10%,0.8%,-0.3%,-27%,8%,-32%,-15%,i,1.4%,NS5 inhibitors pilot replicate=-12
CC(NC(=O)C1C(=O)N(CCO)C2(C)CC1c1ccccc1O2)c1ccccc1 (configuration not stated),5%,1.0%,0.2%,-6%,14%,-4%,0%,i,-0.5%,
CCC(C)C(NC(=O)c1ccccc1NC(=O)c1ccco1)C(=O)NC1CCCCC1 (configuration not stated),-2%,1.9%,-0.3%,9%,-1%,-7%,18%,?,36%,
Cc1nc2c(-c3ccccc3)c(C)nn2c(C)c1CCC(=O)O,3%,-0.1%,0.2%,0%,16%,-12%,25%,i,-5.5%,
OCCN(C=NC1=NN(c2cccc(C(F)(F)F)c2)CC1)CCO,1%,-0.2%,0.6%,2%,-8%,-33%,-32%,i,3.0%,
C/C(=N/NS(=O)(=O)c1ccc(Cl)cc1)c1cccc(NC(=O)c2ccncc2)c1,3%,-0.6%,-0.3%,3%,-11%,18%,10%,.,-1.9%,
COC(=O)C1=C(C(=O)OC)[C@@H]2N(C)c3ccc(OC)cc3[C@@]23C[C@@H](C(=O)OC)N(C(=O)c2ccc(Br)cc2)C3=N1,2%,-1.3%,-0.5%,6%,14%,-6%,13%,i,2.1%,
Cc1ccc(S(=O)(=O)N2CCCCC2C(=O)N(C)c2ccccc2)cc1 (configuration not stated),4%,-1.4%,-1.5%,-5%,6%,-15%,-3%[20 µM],.,-7.7%,
CCn1c(SCC(=O)N2CCc3ccccc3C2)nc2sc(C)c(C)c2c1=O,-1%,0.2%,-0.7%,-7%,18%,20%,13%,i,-2.8%,
COc1ccc(CCNC(=O)CSc2nnc3c(n2)[nH]c2ccc(F)cc23)cc1OC,-2%,1.4%,-0.3%,24%,9%,-6%,-28%,.,-4.6%,
CCCCC(Sc1nc(N)c(NC(=O)c2ccc(OC)cc2)c(=O)[nH]1)C(=O)O (configuration not stated),-2%,0.7%,0.2%,10%,10%,3%,-31%,i,-18%,
CCOc1ccc(NC(=O)CCCN2C(=S)NC(C)(C)CC2C)cc1 (configuration not stated),-3%,1.3%,-1.2%,-15%,26%,-1%,33%,i,7.2%,
O=C(O)c1ccc(N(Cc2ccccc2)S(=O)(=O)c2ccccc2)cc1,-10%,1.2%&1.4%,0.8%&1.4%,3%&-2%,5%&0%,-6%&-14%,16%&11%,.,1.7%&-0.7%,
O=C(NC1CCCCC1)NC1(C(=O)NCCCN2CCOCC2)CCCCC1,12%,-1.5%,0.4%,-2%,4%,4%,-28%,i,-0.5%,
CCCSC(=O)N(CC)CC(=O)Nc1c(CC)cccc1CC,1%,-1.4%,-0.1%,20%,-27%,-5%,2%,i,-2.0%,
O=C(NCc1nc2ccccc2[nH]1)c1ccc(Cl)c(S(=O)(=O)N2CCCC2)c1,5%,0.2%,0.1%,-8%,-10%,-18%,16%,i,-3.6%,
COc1ccccc1CNC(=O)C(=O)NCC1CCCO1 (configuration not stated),-9%,0.0%,0.3%,4%,2%,-36%,-38%,i,10%,
COC(C(=O)Nc1ccc(S(=O)(=O)Nc2cccc3ccccc23)cc1)c1ccccc1 (configuration not stated),4%,-1.0%,-0.9%,1%,-32%,6%,5%,i,0.8%,
CCC(O)c1c(-c2ccccc2)nn(C)c1Cl (configuration not stated),4%,-1.6%,-1.0%,4%,8%,-44%,-12%,i,-7.4%,
Cc1ccc(C)c(S(=O)(=O)N2CC(=O)N(CCc3ccccc3)C(=O)C2)c1,-1%,0.2%,0.1%,17%,18%,25%,-18%,i,2.2%,
O=C(NC(=S)Nc1cccc2[nH]ncc12)c1ccccc1,1%,1.5%,-0.4%,1%,29%,68%*,11%,i,-6.8%,
COc1ccc(CNC(=O)c2c(N)n(CCCN3CCOCC3)c3nc4ccccc4nc23)cc1,-6%,-0.2%,2.2%,5%,3%,-20%,2%,i,0.4%,
COc1ccc(C(=O)Nc2ccccc2N2CCN(C(=O)c3ccccc3)CC2)cc1Br,0%,0.5%,1.7%,20%,11%,-9%,35%,.,1.4%,
Cc1ccccc1CSc1nnc(-c2cnccn2)n1C,.,-1.8%,0.2%,4%,-40%,-16%,11%,i,3.0%,
CCOC(=O)c1ccc(COC(=O)CNS(=O)(=O)c2ccccc2)cc1,-1%,-1.3%,0.0%,0%,7%,-17%,9%,i,-7.3%,
O=C(Nc1ccccc1C(=O)O)c1ccc2ccccc2n1,10%,7.7%,0.8%,8%,-55%,-11%,2%,i,-0.2%,
COc1ccc(-n2cnnc2SCc2csc(-c3ccccc3)n2)cc1,1%,-2.6%,-1.1%,0%,-3%,8%,33%,i,14%,NS5 inhibitors pilot replicate=-0.5
COc1ccc(CNS(=O)(=O)c2ccc3c(c2)N(C(C)=O)CCO3)cc1,-5%,-1.2%,-0.8%,7%,27%,-8%,2%,.,-5.0%,
O=C(CC1(O)C(=O)N(Cc2ccc3c(c2)OCO3)c2ccccc21)c1ccccc1 (configuration not stated),-7%,0.2%,0.1%,18%,-55%,-12%,-1%,i,2.2%,
Cc1ccc(-n2nnnc2SCC(=O)NNC(=O)c2ccco2)c(C)c1,-3%,-2.9%,0.0%,-12%,1%,15%,-13%,i,2.5%,
Cc1ccc(NC(=O)C(C)C(=O)Nc2ccc(C)cc2)cc1,.,1.5%,0.6%,0%,7%,-20%,0%,i,-5.5%,

# Not all compounds are listed, so the mix of outcomes need not match the whole.
